MC4R antagonist: blocks human MC4R cAMP signaling. P32245. 360,000 tested, 0.48% active. MC4R-expressing cells, MTII-stimulated cAMP, LANCE TR-FRET. inhibition, % at 6.5 µM;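 active means inhibition above its plate's cutoff, the mean of tested wells on that plate plus 3 SD, cut at about 29% in these data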;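 further: 0% = Melanotan II alone and 100% = Melanotan II plus saturating MCL0020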
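Assay system: U2OS-MC4R stable cell line; Also added: Melanotan II; Technique: Eu-cAMP/anti-cAMP TR-FRET, emission 671 nm; Times: 30-min compound, 1-h challenge, 1-h detection, room temperature.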
Glyco luc inh: blocks N-linked glycosylation in D54 reporter cells. D54 ERlucT glycosylation luciferase reporter, 24 h; percent of 100 nM tunicamycin response. reporter increase, % at 12.5 µM. 360,000 tested, 0.23% active;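 active means mean luciferase reporter signal, scaled so untreated is 0 and the glycosylation-blocking control 100, at or above a set limit in every replicate; inconclusive means mean reaches the limit but not every replicate does; inactive means mean below the limit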;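 further: luciferase carries N-glycosylation sites so blocking glycosylation raises the light; 0% = median of neutral control wells and 100% = median of 100 nM tunicamycin wells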
ABCB6 inh MLPCN: human ABCB6 transporter inhibition | Q9NP58 | K562-ABCB6 porphyrin accumulation, flow cytometry, 1 h; hits give low values | fluorescence ratio to DMSO, % at 10 µM | 360,000 tested, 0.19% active | AID 602162;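 active means fluorescence ratio to DMSO below 75%, the collection mean minus 3 SD; inconclusive means too few cells collected in the well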;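 further: signal is porphyrin accumulated inside mitochondria; 100% equals median channel fluorescence of DMSO control wells; lower ratio means ABCB6 inhibition with less porphyrin fluorescence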
Target sequence (Q9NP58 whole entry, looked up): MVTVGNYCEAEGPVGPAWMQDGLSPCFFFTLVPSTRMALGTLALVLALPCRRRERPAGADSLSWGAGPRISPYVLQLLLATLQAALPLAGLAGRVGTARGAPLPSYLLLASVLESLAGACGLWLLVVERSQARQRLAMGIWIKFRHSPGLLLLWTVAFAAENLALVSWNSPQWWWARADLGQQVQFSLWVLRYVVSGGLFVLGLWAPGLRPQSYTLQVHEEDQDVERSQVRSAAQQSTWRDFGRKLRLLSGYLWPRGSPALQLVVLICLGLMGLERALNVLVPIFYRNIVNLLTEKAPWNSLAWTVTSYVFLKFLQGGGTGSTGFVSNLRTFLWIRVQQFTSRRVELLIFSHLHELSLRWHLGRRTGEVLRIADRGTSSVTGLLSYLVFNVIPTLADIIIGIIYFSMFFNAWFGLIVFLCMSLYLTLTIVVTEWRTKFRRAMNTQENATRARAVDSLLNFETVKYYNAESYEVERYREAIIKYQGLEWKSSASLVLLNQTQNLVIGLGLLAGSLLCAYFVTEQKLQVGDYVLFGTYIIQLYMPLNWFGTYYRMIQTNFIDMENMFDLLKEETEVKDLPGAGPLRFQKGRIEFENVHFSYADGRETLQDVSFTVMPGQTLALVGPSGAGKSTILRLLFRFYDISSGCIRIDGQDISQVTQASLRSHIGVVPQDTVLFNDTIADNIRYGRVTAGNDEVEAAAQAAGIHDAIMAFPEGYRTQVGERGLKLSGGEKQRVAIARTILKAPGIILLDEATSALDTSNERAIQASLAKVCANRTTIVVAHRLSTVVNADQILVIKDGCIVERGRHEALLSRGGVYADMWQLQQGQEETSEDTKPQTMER
aDG glyco up: increases alpha dystroglycan glycosylation; activation, % at 10 µM; 360,000 tested, 0.22% active; Pro5-aDG cells, alpha-DG glycosylation AlphaScreen (IIH6); 0% Pro5, 100% B10-LARGE cell signal;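 active means activation of at least 8% versus controls, or a plate z-score of at least 8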;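 further: Pro5 are CHO cells carrying HIG-tagged alpha-DG that lacks glycosylation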
H9c2 protect: myocardial damage modulation in H9c2 cells; H9c2 cardiomyocytes, H2O2 injury protection, ATPLite, 2 h; protection from H2O2 cell death, % at 20 µM; 360,000 tested, 0.63% active; AID 588492;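 active means compounds giving at least 50% protection of heart cells from peroxide-induced death in the single-dose screen, raw or plate-pattern-corrected value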;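 further: 0% = DMSO wells with peroxide and 100% = DMSO wells without peroxide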
Vif imaging: blocks HIV Vif function. HEK293T cells, Vif self-association by quenched fluorescence, imaging, 24 h. inhibition, % at 7.49 µM. 340,000 tested, 0.35% active. AID 602346; in the data active means inhibition above about 50%, passing the limit was not always enough; inconclusive means no clear call, values can overlap the other calls; inactive means below about 31%; further: some results filed as inactive read as strong as hits
PDI inh: inhibitors of human protein disulfide isomerase; PDI insulin aggregation turbidity, A650, 90 min; P07237; AID 588391; inhibition, % at 10 µM; 350,000 tested, 0.052% active;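 active means mean inhibition across replicates of 30% or more, whatever share of single replicates reach that level; inconclusive means mean inhibition below 30% while every single replicate reaches 30%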;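 further: absorbance from insulin aggregation driven by PDI reduction with DTT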
CaV13 FRET inh: Disruptors of the CACNA1D IQ motif to Ca2+-dependent inactivation inhibitor domain association, primary screening, Förster resonance energy transfer in intact living …. inhibition, % at 12.3 µM. 340,000 tested, 0.098% active. HEK cells, CFP/YFP FRET ICDI-IQ, plate reader, 10 min; percent FRET-ratio fall versus neutral wells;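 active means mean replicate inhibition of at least 30% and at least 1% of replicates passing that level; inconclusive means only one of the two criteria is met; inactive means neither criterion is met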;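 further: 0% = median of the neutral control wells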
MC4R barr agon: agonists of human melanocortin 4 receptor (MC4R) beta-arrestin | 360,000 tested, 0.98% active | AID 540308 | U2OS MC4R beta-arrestin complementation, luminescence; percent of melanotan II response, DMSO zero | activation, % at 8.9 µM;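 active means activation above a per-plate cutoff, the mean activation of sample wells on that plate plus 3 SD, cut at about 8% in these data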
HTR2A ag: activates the mouse 5-HT2A serotonin receptor; P35363; CHO-K1 mHTR2A beta-arrestin complementation, luminescence; percent of 30 µM serotonin response; activation, % at 7.6 µM; 360,000 tested, 0.66% active; AID 624169;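 active means activation above a run cutoff, the mean activation of all tested compounds plus 3 SD, cut at about 14% in these data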;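 further: 0% = plate median of compound wells and 100% = 30 µM serotonin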
Numbers without * were called inactive; ? = inconclusive; / = no result given. No enrichment for hits; any-hit rate near 3.6%.

canonical_smiles	MC4R antagonist	Glyco luc inh	ABCB6 inh MLPCN	aDG glyco up	H9c2 protect	Vif imaging	PDI inh	CaV13 FRET inh	MC4R barr agon	HTR2A ag
COC(=O)Nc1ccc(S(=O)(=O)N2CCN(C)CC2)cc1	1	1	93	0.1	6	-2	-13	/	-2.0	1
COc1ccc(C(=O)N2CCN(Cc3nc(CC4CC4)no3)CC2)cc1	8	2	97	-0.3	2	0	-2	-4	-1.3	-4
COc1ccc(S(=O)(=O)N2CCOC2CNC(=O)C(=O)NCc2cccnc2)cc1OC (stereo unspecified)	3	1	101	0.0	-2	-1	-3	-5	-1.6	1
COc1cccc(Cn2nnc(C(=O)Nc3cc(C)ccc3OC)c2N)c1	-14	0	99	0.2	-18	-6	/	/	0.7	-5
O=C1NC(c2ccccc2)=NC1(NS(=O)(=O)c1ccccc1)C(F)(F)F (stereo unspecified)	0	0	95	-0.1	0	1	10	-8	-4.6	-4
O=C(Nc1ccc(Cl)cn1)c1ccc(COCC(F)(F)C(F)F)o1	2	-1	99	0.1	-5	-2	0	-1	-0.1	-1
O=C1c2cccnc2C(O)N1C1CCCCC1 (stereo unspecified)	3	0	102	-0.3	-2	0	2	-7	-0.7	0
CCOC(=O)C1C(c2ccc(O)c(OCC)c2)NC(=S)NC1(O)C(F)(F)F (stereo unspecified)	7	2	108	0.7	-5	25	5	-2	-1.0	4
Cc1ccc2c(c1)CN1CN2Cc2cc(C)ccc21	10	-2	96	0.2	4	-1	3	-5	-0.2	1
COc1ccc(CCNC(=O)C2CCN(C(=O)c3ccccc3C)CC2)cc1	14	-1	99	0.1	0	6	-4	-14	-1.4	3
CC1(C)[C@@H](O)CC[C@]2(C)C3C(O)C=C4[C@H]5C[C@@](C)(CO)CC[C@]5(C)CC[C@]4(C)[C@]3(C)CC[C@@H]12 (stereo partly specified)	14	2	100	0.0	-2	/	7	-9	1.1	-2
CCCCOc1ccc(Nc2cc(Cl)ccc2C(=O)O)cn1	10	0	96	-0.1	-11	7	0	-3	0.5	3
CCN(C(=O)c1cccnc1SC)C12CC3CC(CC(C3)C1)C2	12	0	94	0.0	-2	-14	12	-2	2.5	1
CCOc1ccccc1CN1CCNC(=O)C1CC(=O)NCc1nc(C)cs1 (stereo unspecified)	-9	0	98	0.0	-2	19	0	/	-0.5	1
Cc1nnc(SC(C)C#N)n1-c1ccccc1 (stereo unspecified)	18	1	92	-0.3	1	3	6	8	-0.8	7
O=c1c(Cc2c(F)cccc2Cl)c(O)ccn1CCc1c[nH]c2ccccc12	-3	1	106	-0.2	0	-1	3	-7	-2.5	-5

Compound profiles (already shown). Values in the order: MC4R antagonist, Glyco luc inh, ABCB6 inh MLPCN, aDG glyco up, H9c2 protect, Vif imaging, PDI inh, CaV13 FRET inh, MC4R barr agon, HTR2A ag
CCOc1ccccc1CN1CCNC(=O)C1CC(=O)NCc1nc(C)cs1 (stereo unspecified) is entered as -9, 0, 98, 0.0, -2, 19, 0, /, -0.5, 1
Cc1ccc2c(c1)CN1CN2Cc2cc(C)ccc21 is entered as 10, -2, 96, 0.2, 4, -1, 3, -5, -0.2, 1

The results go on.
canonical_smiles	MC4R antagonist	Glyco luc inh	ABCB6 inh MLPCN	aDG glyco up	H9c2 protect	Vif imaging	PDI inh	CaV13 FRET inh	MC4R barr agon	HTR2A ag
CC(C)Cn1c(N)c(C(=O)COC(=O)c2ccc3c(c2)OCCO3)c(=O)n(C)c1=O	8	1	94	5.6	-10	-28	-1	-5	-2.0	6
CC(C)CNC(=O)c1noc2c1CCCC2	10	2	97	0.0	-22	22	-9	-6	0.1	-3
COc1ccc(OC)c(S(=O)(=O)n2ccc(C)n2)c1	15	0	90	1.8	1	9	7	-5	-1.5	-4
Cc1cccc2c(N)c3c(nc12)N(C)CC3	-7	30*	97	0.5	4	-4	6	-20	-0.9	-1
CCN(CCNC(=O)C1CC(=O)N(CCc2ccccc2)C1)c1ccccc1 (stereo unspecified)	6	-1	108	0.0	-25	-7	-3	/	-1.0	-3
CC(=O)Nc1nc(C(=O)O)cs1	-4	0	92	-0.3	4	2	-2	6	3.8	1
O=C(NCCCn1ccnc1)C(=O)NCC(c1ccco1)N1CCN(c2ccc(F)cc2)CC1 (stereo unspecified)	3	-1	95	0.1	17	5	5	-2	-0.5	10
COC(=O)C(CC(C(=O)OC)C(=O)OC)C(=O)OC	3	2	95	-0.4	5	0	-2	-2	-1.4	-3
Cc1ccc(C(=O)OCc2nc3ccsc3c(=O)[nH]2)o1	0	2	98	-0.2	9	/	2	-2	-1.6	7
CCCOc1ccc(N2C(=O)CC(NCCc3ccc(S(N)(=O)=O)cc3)C2=O)cc1 (stereo unspecified)	5	2	96	-0.2	0	4	-3	-6	-1.0	1
COc1ccc(C(CC(=O)O)NC(=O)c2ccccc2)cc1OC (stereo unspecified)	11	1	95	0.6	1	1	-4	-6	-0.5	2
O=C1[C@H]2[C@@H](c3ccc(F)cc3)N3C(=O)N(c4cccc(F)c4)C(=O)[C@@]3(Cc3ccc(Cl)cc3)[C@H]2C(=O)N1C1CCCCC1	15	0	100	0.9	-7	2	1	-5	2.1	3
O=C(CN1C(=O)c2ccccc2C1=O)Nc1cc([N+](=O)[O-])ccc1O	7	1	91	-0.1	-5	7	6	-2	-1.3	-1
CCN(CC)C(=O)C1=C(C)N(CCCN2CCCC2=O)C(=O)C(CC(=O)NC2CCCCC2)C1 (stereo unspecified)	5	0	96	-0.2	8	1	2	-9	-0.9	2
CCOC(=O)c1c(C)nc2c(c1-c1cc(OC)ccc1OC)C(=O)CC(C)(C)C2	12	4	92	-0.1	-4	2	-7	-13	-0.2	7
Cc1ccc(NC(=O)CCC(=O)N2CCOc3ccccc32)c(Cl)c1	6	0	98	0.1	-4	0	/	-5	1.3	3
CCOC(=O)c1ccc(NC(=S)N(CCCN2CCCCC2)Cc2ccco2)cc1	0	-2	98	-0.2	-4	-1	4	-2	-0.1	-8
N#Cc1ccc(OCC(=O)Nc2ccc(S(=O)(=O)N3CCOCC3)cc2)cc1	11	0	101	-0.2	3	-6	3	/	-1.3	-7
O=C(c1cccc(-n2cccc2)c1)N1CCN(S(=O)(=O)c2ccccc2)CC1	0	-2	96	0.0	-1	4	-13	-4	-1.4	-2
O=C(O)CC(CC(=O)NCC(O)c1ccccc1)c1ccccc1 (stereo unspecified)	1	1	97	0.0	-2	-1	8	-5	-0.3	1
CCCCn1c(N)c(N(CCC(C)C)C(=O)COC(=O)c2cccnc2SC)c(=O)[nH]c1=O	2	1	98	-0.2	1	-11	-5	-6	-1.1	-5
CC(=O)N1CCN(c2ccc([N+](=O)[O-])c(NCC3CCCO3)c2)CC1 (stereo unspecified)	-6	0	89	0.2	15	-15	-6	/	2.2	2
Cc1ccc(-c2c(C(=O)N/N=C/c3ccncc3)nnn2-c2nonc2N)cc1	-4	2	104	-0.3	3	-3	-1	-2	-0.1	-4
O=C(NCc1ccccc1)c1nc[nH]c1C(=O)N1CCN(c2ccccc2)CC1	5	4	101	-0.1	-4	-3	-2	3	-0.6	4
CCCCCCCC(=O)NNC(=O)CC(=O)Nc1ccccc1C(=O)O	-2	0	97	-0.2	-8	0	-4	-6	0.0	8
O=C1CCCN1CCCNS(=O)(=O)c1ccc(Br)s1	1	1	102	-0.1	-4	1	-6	-4	-1.9	0
CCc1c(C)nc(Nc2nc(C)c3cc(OC)ccc3n2)[nH]c1=O	2	13	90	3.8	20	-8	2	/	-0.2	8
O=C(CN1CCN(CCOCCO)CC1)N1c2ccccc2Sc2ccc(Cl)cc21	10	0	95	0.2	14	-4	0	/	-1.0	-8
COc1ccc(C2c3c(ccc4ccccc34)Oc3ncn4nc(-c5ccco5)nc4c32)cc1 (stereo unspecified)	12	-4	98	-0.4	44	7	-8	-5	-0.7	3
COCCCn1c(SCC(=O)O)nc2cc(OC)c(OC)cc2c1=N	-1	1	97	-0.2	5	-2	1	6	-0.6	5
COC(=O)CCN(C(=O)c1cccc(OC(C)=O)c1)c1ccccn1	-5	0	93	0.5	3	5	-5	-4	-2.0	2
CC(C)(C)NC(=O)C(c1ccncc1)N(C(=O)Cn1nnc(-c2ccc(F)cc2)n1)c1ccccc1F (stereo unspecified)	3	-5	103	-0.1	4	60*	14	-5	-3.0	3
Cc1cc(C)n(C/C=C/Cn2nc(C)cc2C)n1	1	1	98	0.0	-1	-11	3	-8	-1.6	0
CCC(=O)OCc1c(C(F)(F)F)nn(C)c1Oc1cccc(C(F)(F)F)c1	-7	5	89	0.0	2	4	4	-6	1.9	8
COc1ccc(N2CCN(C(=O)CSc3nnc4c(C)cc5c(C)cc(C)cc5n34)CC2)cc1	2	0	94	0.2	29	?	-15	-4	-0.9	0
C=CCn1c(-c2cccc(OC)c2OC)n[nH]c1=S	12	-1	98	0.1	-8	-2	-3	5	-1.4	5
O=C(NNS(=O)(=O)c1ccccc1[N+](=O)[O-])c1cccnc1	9	1	100	-0.1	16	-3	-4	-2	-1.0	4
Cc1occc1-c1nnc(SCC(=O)Nc2ccccc2N2CCCCC2)n1C	2	-2	88	0.1	-10	-7	1	-1	-0.3	2
